TDP1 cell noCPT – qHTS for Inhibitors of human tyrosyl-DNA phosphodiesterase 1 (TDP1): qHTS in cells in absence of CPT; Potency, µM (titrated, usually from 46.2 µM), inactives show at the top dose activity change, negative = growth inhibition, hits mostly inhibitors; 420,000 tested, 15% active; DT40 Tdp1-/- hTDP1 cells, no CPT, ATP luminescence, 48 h; also: nearly all actives have a fitted effect of over 55% in size
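Luminescent ATP content (CellTiter-Glo) served as the growth readout. Knockout chicken DT40 cells expressing human TDP1 were exposed to compounds without camptothecin for a minimum 48 hr at 37 °C.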
TDP1 inh – inhibitors of human tyrosyl-DNA phosphodiesterase TDP1 | 350,000 tested, 0.28% active | Potency, µM (titrated, usually from 130 µM), inactives show at the highest dose activity change, negative = inhibition, most hits filed as inhibitors | Q9NUW8 | recombinant TDP1, AlphaScreen DNA substrate cleavage; also: nearly all actives have a fitted effect of over 40% in size
Target sequence (Q9NUW8 whole entry, looked up): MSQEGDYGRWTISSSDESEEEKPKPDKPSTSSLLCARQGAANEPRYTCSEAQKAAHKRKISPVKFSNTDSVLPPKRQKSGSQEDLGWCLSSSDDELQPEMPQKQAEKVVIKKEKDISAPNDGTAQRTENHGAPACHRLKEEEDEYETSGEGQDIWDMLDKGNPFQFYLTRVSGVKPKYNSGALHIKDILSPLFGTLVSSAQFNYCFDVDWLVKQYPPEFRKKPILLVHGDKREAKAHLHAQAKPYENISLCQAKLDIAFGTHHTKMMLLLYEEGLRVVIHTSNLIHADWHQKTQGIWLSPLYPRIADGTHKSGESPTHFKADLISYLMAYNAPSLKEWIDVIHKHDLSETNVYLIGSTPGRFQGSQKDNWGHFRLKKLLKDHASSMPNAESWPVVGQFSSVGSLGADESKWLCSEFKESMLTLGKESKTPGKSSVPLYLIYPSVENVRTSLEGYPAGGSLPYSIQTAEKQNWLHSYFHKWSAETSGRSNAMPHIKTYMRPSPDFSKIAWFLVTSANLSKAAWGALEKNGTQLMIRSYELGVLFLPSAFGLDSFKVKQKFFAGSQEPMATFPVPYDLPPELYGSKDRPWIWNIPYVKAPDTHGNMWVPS
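AlphaScreen read-out: signal falls as enzyme removes the 3' tyrosine-FITC from a 5'-biotinylated DNA oligo (15 nM, 5 min, RT). Enzyme was E. coli-made recombinant Tdp1 at 1 nM, exposed to compound for 15 min beforehand; beads 10 ug/ml, 10 min.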
TDP1 cell CPT – growth inhibition of DT40 Tdp1-/-;hTDP1 cells with camptothecin (screen for TDP1 inhibitors); Potency, µM (titrated, usually from 46.2 µM), for inactives: at the highest dose activity change, negative = growth inhibition, usual class: inhibitors; 420,000 tested, 12% active; chicken DT40 Tdp1-/-;hTDP1 cells + 20 nM CPT, ATP luminescence, 48 h; also: nearly all actives have a fitted effect of over 55% in size
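Chicken DT40 Tdp1-/- cells complemented with human TDP1, 400 cells/well, exposed to compounds plus 20 nM camptothecin for at least 48 h at 37 C; viability read as ATP content by CellTiter-Glo luminescence.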
* marks the source's active call; other numbers are inactive results; [ ] = dose if it differs, or a comment. Calls follow the shape of the dose curve; as a rule, active = well fitted curve in the direction sought with a large enough effect; inconclusive = small, poorly fitted or top-dose-only effect, or another doubt; inactive = no such curve, though single readings can be large; an effect the other way counts as inactive or inconclusive. % is scaled to controls: 0 for no effect and ±100 for the full control effect; potency is read from the fitted curve at half-maximal effect.

For COc1ccc2c(c1)-c1nc(/N=C/c3c(O)ccc4ccccc34)sc1CC2 the results were TDP1 cell noCPT inconclusive, TDP1 inh 8% and TDP1 cell CPT inconclusive.
Screening NS(=O)(=O)c1ccc(CCNC(=O)c2ccccc2Cc2ccccc2)cc1 returned TDP1 cell noCPT inconclusive, TDP1 inh 3% and TDP1 cell CPT inconclusive.
Screening CCOc1ccc(CC(=O)NCc2ccc3c(c2)CCN3C(=O)c2ccc(F)cc2)cc1OCC returned TDP1 cell noCPT inconclusive, TDP1 inh 0% and TDP1 cell CPT inconclusive.
Cc1nc2cc(NC(=O)N3CCC(c4ccccc4)C3)ccc2n1C (configuration not stated) was read as TDP1 cell noCPT -13%, TDP1 inh 7% and TDP1 cell CPT inconclusive.
`N#Cc1ccc(-c2ccc(F)cc2)nc1Sc1ccccc1` gave TDP1 cell noCPT -5%, TDP1 inh -4% and TDP1 cell CPT 1%.
Screening C/C(=N\OCC(=O)Nc1c(C)cc(C)cc1C)c1ccc2c(c1)OCCO2 returned TDP1 cell noCPT inconclusive, TDP1 inh 2% and TDP1 cell CPT inconclusive.
Screening CCCc1cc(C(=O)N2CCCC(Nc3ccc(C)c(C)c3)C2)n(C)n1 (configuration not stated) returned TDP1 cell noCPT inconclusive, TDP1 inh 6%[56.1 µM] and TDP1 cell CPT inconclusive.
Screening CCN(CC(=O)Nc1c(F)cccc1F)C(=O)CNC(=O)c1ccc(Br)o1 returned TDP1 cell noCPT -8%, TDP1 inh 5% and TDP1 cell CPT -11%.
`Cc1c(C(=O)CN2CCCC(C)(C)C2)c2ccccc2n1C` gave TDP1 cell noCPT inconclusive and TDP1 cell CPT -16%.
For COc1ccc(CCC(=O)NCc2ccco2)cc1 the results were TDP1 cell noCPT -21%, TDP1 inh -2% and TDP1 cell CPT -8%.
Screening CN(c1ccccc1C(=O)N1CCN(c2ccccc2F)CC1)S(=O)(=O)c1ccccc1 returned TDP1 cell noCPT inconclusive, TDP1 inh 3% and TDP1 cell CPT -8%.
For COc1cccc(CNC(=O)CN(C)S(=O)(=O)c2ccc(Br)s2)c1 the results were TDP1 cell noCPT -20%, TDP1 inh 3% and TDP1 cell CPT 2%.
For Cc1ccc(C(=O)OCC(=O)NC2CC2)s1 the results were TDP1 cell noCPT -9%, TDP1 inh -9% and TDP1 cell CPT -5%.
`COc1ccc(N2CCN(C(=O)CNC(=O)c3ccc(Br)o3)CC2)cc1` gave TDP1 cell noCPT 0%, TDP1 inh 3% and TDP1 cell CPT 13%.
Screening Cc1nc(SCC(=O)NC(C)(C#N)C2CC2)c2c(-c3cccs3)csc2n1 (configuration not stated) returned TDP1 cell noCPT inconclusive, TDP1 inh 5% and TDP1 cell CPT inconclusive.
For Cc1nn(CCc2nn[nH]n2)c2nc(C(F)(F)F)cc(C(F)(F)F)c12 the results were TDP1 cell noCPT 6%, TDP1 inh 8% and TDP1 cell CPT 5%.
Screening CCc1ccc(CN(C)CC(=O)Nc2ccc3c(c2)CCC3)cc1 returned TDP1 cell noCPT inconclusive, TDP1 inh -6% and TDP1 cell CPT inconclusive.
Screening O=C(C1CCN(S(=O)(=O)c2cccc3nsnc23)CC1)N1CCc2ccccc21 returned TDP1 cell noCPT inconclusive, TDP1 inh 2% and TDP1 cell CPT inconclusive.
For COc1ccc(CC(=O)N/N=C/c2cc(Br)cs2)cc1OC the results were TDP1 cell noCPT inconclusive and TDP1 cell CPT -24%.
For Cc1nn(-c2ccccc2)c(Cl)c1C(=O)N(C)CC(=O)Nc1cccc(F)c1 the results were TDP1 cell noCPT inconclusive, TDP1 inh 1% and TDP1 cell CPT inconclusive.

Six entries drawn at random from the list so far, as already listed:
For Cc1nn(-c2ccccc2)c(Cl)c1C(=O)N(C)CC(=O)Nc1cccc(F)c1 the results were TDP1 cell noCPT inconclusive, TDP1 inh 1% and TDP1 cell CPT inconclusive.
`COc1ccc(N2CCN(C(=O)CNC(=O)c3ccc(Br)o3)CC2)cc1` gave TDP1 cell noCPT 0%, TDP1 inh 3% and TDP1 cell CPT 13%.
Screening CN(c1ccccc1C(=O)N1CCN(c2ccccc2F)CC1)S(=O)(=O)c1ccccc1 returned TDP1 cell noCPT inconclusive, TDP1 inh 3% and TDP1 cell CPT -8%.
For COc1ccc(CC(=O)N/N=C/c2cc(Br)cs2)cc1OC the results were TDP1 cell noCPT inconclusive and TDP1 cell CPT -24%.
Screening O=C(C1CCN(S(=O)(=O)c2cccc3nsnc23)CC1)N1CCc2ccccc21 returned TDP1 cell noCPT inconclusive, TDP1 inh 2% and TDP1 cell CPT inconclusive.
For COc1cccc(CNC(=O)CN(C)S(=O)(=O)c2ccc(Br)s2)c1 the results were TDP1 cell noCPT -20%, TDP1 inh 3% and TDP1 cell CPT 2%.

Next part.
For COCCNc1ccnc2c(Cl)cccc12 the results were TDP1 cell noCPT -27%, TDP1 inh 5% and TDP1 cell CPT -12%.
For Cc1ccccc1-c1nnc(-c2ccc(Br)cc2)o1 the results were TDP1 cell noCPT -27%, TDP1 inh -3% and TDP1 cell CPT -15%.
`CCN(CC)C(=O)c1ccc(CS(=O)(=O)c2ccc(OC)cc2)o1` gave TDP1 cell noCPT inconclusive, TDP1 inh 5% and TDP1 cell CPT -28%.
For Oc1ccccc1CN1CCN(C(c2ccccc2)c2ccccc2)CC1 the results were TDP1 cell noCPT 16µM* and TDP1 cell CPT inconclusive.
For O=C(Nc1ccc(F)cc1F)c1cccc2c1C(=O)N(C1CCCCC1)C2 the results were TDP1 cell noCPT inconclusive, TDP1 inh -7% and TDP1 cell CPT inconclusive.
`CC(C)C[C@H](NC(=O)N1CCn2c1nc1ccccc12)C(=O)N1CCCCC1` gave TDP1 cell noCPT 21µM*, TDP1 inh 1% and TDP1 cell CPT inconclusive.
`Cc1ccc(-c2nnc(SCC(=O)Nc3sc(C)c(C)c3C#N)n2C)cc1` gave TDP1 cell noCPT inconclusive, TDP1 inh -1% and TDP1 cell CPT inconclusive.
For CCn1nc(C)c(/C=N/NC(=O)Cc2ccc(Cl)cc2)c1C the results were TDP1 cell noCPT inconclusive, TDP1 inh -8% and TDP1 cell CPT 6%.
Nc1nonc1-c1nc2ccccc2n1CC(=O)N/N=C\c1ccc(-c2ccc(Cl)cc2)o1 was read as TDP1 cell noCPT 3.7µM*, TDP1 inh 5% and TDP1 cell CPT 7.3µM*.
`CC(C)CC(=O)NC(=S)Nc1cc(C(F)(F)F)ccc1N1CCOCC1` gave TDP1 cell noCPT inconclusive, TDP1 inh -3% and TDP1 cell CPT inconclusive.
O=C(NCC1CCCO1)C1CCN(C2CCN(C(=O)CC3CCCC3)CC2)CC1 (configuration not stated) was read as TDP1 cell noCPT 6% and TDP1 cell CPT 5%.
For Cc1nn(CC(=O)Nc2nccs2)c(C)c1[N+](=O)[O-] the results were TDP1 cell noCPT 2%, TDP1 inh -3% and TDP1 cell CPT 7%.
`Cc1cc(Cl)ccc1C(=O)C1CCCN(C(=O)CCN2CCCO2)C1` (configuration not stated) gave TDP1 cell noCPT inconclusive, TDP1 inh -4% and TDP1 cell CPT inconclusive.
`CCCN(C(=O)/C=C/c1ccc(S(=O)(=O)N(CC)CC)cc1)C1CCS(=O)(=O)C1` (configuration not stated) gave TDP1 cell noCPT -9%, TDP1 inh 0% and TDP1 cell CPT -24%.
Cc1ccc(CNC(=O)c2ccc3c(c2)N(Cc2cccc(Cl)c2)C(=O)CS3)cc1 was read as TDP1 cell noCPT 21µM*, TDP1 inh 0% and TDP1 cell CPT inconclusive.
For COc1ccc(N2CCN(C(=O)COc3ccccc3C#N)CC2)cc1 the results were TDP1 cell noCPT -3%, TDP1 inh 5% and TDP1 cell CPT -2%.
For CCOc1ccc(C(=O)Nc2nc(C)c(C(=O)OC)s2)cc1 the results were TDP1 cell noCPT -22%, TDP1 inh 4% and TDP1 cell CPT -35%.
`CCc1ccc(NC(=O)c2ccccc2Br)cc1` gave TDP1 cell noCPT inconclusive, TDP1 inh 9% and TDP1 cell CPT -29%.
`Cc1ccccc1OCCC(=O)N(CC(C)C)c1c(N)n(Cc2ccccc2)c(=O)[nH]c1=O` gave TDP1 cell noCPT -30%, TDP1 inh 0% and TDP1 cell CPT -12%.
Screening CC1CCCC(NC(=O)COc2ncnc3ccccc23)C1C (configuration not stated) returned TDP1 cell noCPT -9%, TDP1 inh 1% and TDP1 cell CPT -24%.
O=C(CCNC(=O)C1CCN(S(=O)(=O)c2ccccc2)CC1)NCc1ccc(Cl)cc1 was read as TDP1 cell noCPT inconclusive, TDP1 inh 2% and TDP1 cell CPT -27%.
For O=C(CCCn1c2ccccc2c(=O)c2ccccc21)Nc1ccc(F)cc1Cl the results were TDP1 cell noCPT inconclusive, TDP1 inh -7%[12.3 µM] and TDP1 cell CPT inconclusive.
Screening C=CCNC(=O)CCC(=O)NNc1nc2ccccc2c2nc(-c3ccccc3)nn12 returned TDP1 cell noCPT inconclusive, TDP1 inh -3% and TDP1 cell CPT -19%.
`C1=CN2CC=Cc3cc(/C=C/c4ccnc5ccccc45)cc(c32)C1` gave TDP1 cell noCPT 7.1µM* and TDP1 cell CPT 10µM*.
Screening O=C(c1nc2ncccn2n1)N1CCN(c2ccc(F)cc2)CC1 returned TDP1 cell noCPT -13%, TDP1 inh 5% and TDP1 cell CPT -9%.
Screening NC(=O)Nc1ccc(Oc2ncc(C(F)(F)F)cc2Cl)cc1 returned TDP1 cell noCPT 1%, TDP1 inh -2% and TDP1 cell CPT 13%.
Screening C[C@@H]1CN([C@@H](C)CO)C(=O)CCCn2nncc2CO[C@H]1CN(C)C(=O)Nc1cccc(Oc2ccccn2)c1 returned TDP1 cell noCPT 0% and TDP1 cell CPT -1%.
CN(C(=O)COn1nnc2ccc(S(=O)(=O)N3CCOCC3)cc21)c1ccccc1 was read as TDP1 cell noCPT inconclusive, TDP1 inh 4% and TDP1 cell CPT -14%.
For COc1ccc(C(c2nnnn2C2CCCC2)N2CCC(C)CC2)c(OC)c1 (configuration not stated) the results were TDP1 cell noCPT 21µM*, TDP1 inh -1% and TDP1 cell CPT 18µM*.
For Cn1nnnc1SCCNCc1ccccc1Cl the results were TDP1 cell noCPT 4%, TDP1 inh -1% and TDP1 cell CPT 8%.
COc1ccccc1NC(=O)C1=C(C)NC(=O)NC1c1cccc(OC)c1OC (configuration not stated) was read as TDP1 cell noCPT -22%, TDP1 inh 4% and TDP1 cell CPT -1%.
For COc1cc(CN(C)c2ncnc3sccc23)ccc1OC(F)F the results were TDP1 cell noCPT 12µM* and TDP1 cell CPT 16µM*.
CCOC(=O)C1=C(CC)Nc2ccccc2N=C1NC(=O)c1ccc(C)c(S(=O)(=O)N2CCOCC2)c1 was read as TDP1 cell noCPT inconclusive, TDP1 inh -4% and TDP1 cell CPT 16µM*.
`CCCn1c(N)c(C(=O)CSc2nnc3n2CCCCC3)c(=O)n(C)c1=O` gave TDP1 cell noCPT 1%, TDP1 inh 0% and TDP1 cell CPT -2%.
Screening CCN1C(=O)[C@H]2[C@@H](c3ccc(-c4cccc(Cl)c4)c(OC)c3)N3CCC[C@@]3(C(=O)OC)[C@H]2C1=O returned TDP1 cell noCPT 9.2µM*, TDP1 inh 0% and TDP1 cell CPT 13µM*.
Screening CC(C(=O)Nc1ccccc1)n1nnc2sc3c(c2c1=O)CCCC3 (configuration not stated) returned TDP1 cell noCPT -89%, TDP1 inh 0% and TDP1 cell CPT inconclusive.
`O=C(CN(Cc1ccccc1)S(=O)(=O)c1ccccc1)N/N=C/c1ccccc1[N+](=O)[O-]` gave TDP1 cell noCPT 21µM*, TDP1 inh 5% and TDP1 cell CPT inconclusive.
For O=C(NCC1CCCO1)c1c(O)nc2sccn2c1=O (configuration not stated) the results were TDP1 cell noCPT -22%, TDP1 inh 9% and TDP1 cell CPT -1%.
O=C(NNC(=O)c1ccc(Br)s1)c1cccc(Cl)c1 was read as TDP1 cell noCPT inconclusive, TDP1 inh 1% and TDP1 cell CPT -8%.
CCOc1ccc2nc(SCC#N)c(C#N)cc2c1 was read as TDP1 cell noCPT inconclusive, TDP1 inh -5% and TDP1 cell CPT inconclusive.
COC(=O)c1c(NC(=O)c2ccc(OC(C)C)cc2)sc2c1CC(C)(C)NC2(C)C was read as TDP1 cell noCPT inconclusive and TDP1 cell CPT inconclusive.

Compounds shown so far with an NH in an aromatic ring:
For Cc1nn(CCc2nn[nH]n2)c2nc(C(F)(F)F)cc(C(F)(F)F)c12 the results were TDP1 cell noCPT 6%, TDP1 inh 8% and TDP1 cell CPT 5%.
`Cc1ccccc1OCCC(=O)N(CC(C)C)c1c(N)n(Cc2ccccc2)c(=O)[nH]c1=O` gave TDP1 cell noCPT -30%, TDP1 inh 0% and TDP1 cell CPT -12%.

Source: PubChem

Compounds were not picked by outcome. Share with any hit: about 18%.
